All columns: NCI-60 one-dose screen, growth in % after 48 h at 10 µM unless noted; 100 = growth as untreated, 0 = no growth, -100 = all killed.
PC-3 – PC-3 prostate cancer cells. actives 3.9% (n = 80,000). AID 1794754
HCC-2998 – HCC-2998 colon cancer. actives 4.7% (n = 79,000). AID 1794799
U251 – U251 CNS tumor cells; AID 1794753; actives 5.4% (n = 80,000)
SF-295 – SF-295 CNS cancer cells | actives 5.6% (n = 79,000) | AID 1794758
SF-539 – SF-539 CNS cancer; actives 6.8% (n = 81,000)
SNB-75 – SNB-75 CNS cancer; actives 5% (n = 79,000)
DU-145 – DU-145 prostate cancer; actives 4.2% (n = 81,000); AID 1794760
SNB-19 – SNB-19 CNS cancer cells. actives 2.5% (n = 81,000). AID 1794751
SF-268 – SF-268 CNS cancer cells; actives 3.1% (n = 82,000)
* marks the source's active call; other numbers are inactive results; · = not tested or not shown. The calls were made as follows: active = growth percent below 10; inactive = the rest.

SMILES | PC-3 | HCC-2998 | U251 | SF-295 | SF-539 | SNB-75 | DU-145 | SNB-19 | SF-268
N#C/C(C(=O)Nc1ccc(S(N)(=O)=O)cc1)=C1\C(=O)Nc2ccccc21 | 99.2 | 104.0 | 102.0 | 99.7 | 97.0 | 78.4 | 105.7 | 98.7 | 103.6
CSc1nc(N)n(/N=C(\C)c2ccccn2)c(=O)c1C#N | 97.6 | 105.0 | 98.6 | 100.7 | 98.2 | 118.9 | 109.5 | 98.3 | 106.4
CCOC(=O)c1nc(-c2ccccc2)oc1N1CCOCC1 | 95.0 | 101.8 | 95.6 | 105.2 | 90.3 | 76.6 | 107.4 | 94.7 | 97.5
O=C1CCC(C(=O)N/N=C/c2ccc([N+](=O)[O-])cc2)N1 (configuration not stated) | 95.3 | 95.3 | 101.5 | 99.7 | 93.7 | 75.4 | 102.8 | 99.9 | 96.7
C#CCn1cc(C=C2C(=O)N(C)C(=O)N(C)C2=O)c2cc(Cl)ccc21 | 103.1 | 112.2 | 113.4 | 96.4 | 94.5 | 91.6 | 111.6 | 105.3 | 96.8
CCCN(CCC)S(=O)(=O)c1ccc(C(=O)OCCCN(C)C)cc1 | 100.0 | 89.8 | 109.5 | 94.1 | 100.4 | 88.6 | 102.5 | 103.2 | 95.5
NN1C(=O)c2cccc3c(-c4ccc(-c5nc6c7ccccc7c7ccccc7c6[nH]5)cc4)ccc(c23)C1=O | 93.0 | 100.9 | 99.6 | 99.0 | 85.8 | 98.4 | 100.4 | 102.3 | 96.6
COC(=O)c1nnn(-c2cc(Cl)ccc2Cl)c1C(=O)c1ccc(OC)cc1 | 91.4 | 115.7 | 93.0 | 97.8 | 95.8 | 91.0 | 104.2 | · | 100.3
C/C(=N\N=C(N)N)c1cccs1 | 89.5 | 110.6 | 92.6 | 102.7 | 96.4 | 83.1 | 106.9 | 94.2 | 95.0
O=C1/C(=C/c2cccs2)SC(=S)N1N1CCOCC1 | 93.3 | 110.6 | 94.1 | 101.0 | 97.7 | 98.9 | 103.2 | 95.9 | 100.0
O=[N+]([O-])c1ccc(-c2ccccc2-c2ccccc2)cc1 | 57.7 | 89.8 | 85.0 | 79.0 | 86.3 | 112.0 | 90.3 | · | 107.6
OC(CCN1CCCCC1)(c1ccccc1)c1ccccc1 | 96.0 | 99.1 | 100.4 | 111.4 | 116.9 | 85.8 | 115.2 | 110.1 | 104.2
C#CCOc1cc(N(CC)CC)ccc1C(C(=O)NC(C)(C)C)N(C(=O)C1CCc2cc(F)ccc2O1)c1ccc(F)cc1 (configuration not stated) | 17.6 | 71.9 | 37.9 | 41.5 | 66.2 | 60.5 | 65.3 | 41.6 | 47.7
OC/C(Br)=C(\Br)CO | 94.1 | 98.1 | 104.4 | 98.6 | 98.1 | 86.4 | 117.9 | 109.8 | 100.4
CC[n+]1ccc(/C=C/c2ccc(O)c(OC)c2)cc1 | 94.8 | 98.4 | 93.7 | 97.2 | 99.5 | 102.4 | 110.6 | 109.9 | 101.7
CN(C)c1ccc(CNC(C(=O)c2ccccc2)c2ccccc2)cc1 (configuration not stated) | 85.7 | 105.8 | 94.1 | 98.1 | 111.2 | 90.4 | · | 107.3 | 96.9
CC/C(=C(/c1ccc(Cl)cc1)c1ccc(OCCN2CCOCC2)cc1)c1ccc(Cl)cc1 | 82.0 | 100.9 | 93.9 | 66.4 | 102.0 | 81.7 | 101.8 | 93.2 | 89.8
CC(=O)O[C@H]1CC[C@]2(C)[C@H]3CC=C4[C@@H]5CC(C)(C)CC[C@]5(C(=O)NC(COC(=O)C(Cl)Cl)(COC(=O)C(Cl)Cl)COC(=O)C(Cl)Cl)CC[C@@]4(C)[C@]3(C)CC[C@H]2C1(C)C | 51.4 | 111.1 | 76.3 | 90.7 | 91.5 | 85.0 | 84.3 | 92.4 | 79.8
C=CCn1cc(C2=C(c3cccc4ccccc34)C(=O)NC2=O)c2cc(Br)ccc21 | 56.5 | 109.5 | 70.4 | 92.9 | 92.5 | 78.1 | 93.4 | 104.4 | 95.4
CC(C)NCC(O)c1cc(O)cc(O)c1 (configuration not stated) | 96.9 | 106.9 | 102.5 | 110.3 | 102.9 | 90.1 | 109.2 | 104.7 | 100.7
COC(=O)c1ccc(NC(N)=NCC(C)(C)COc2ccc(C(F)(F)F)cc2)nc1 | 50.9 | 2.3* | 40.1 | 57.1 | 82.6 | 86.8 | 68.8 | 68.8 | 66.8
S=C(N/N=C\c1ccc2c(c1)OCO2)N/N=C/c1ccc2c(c1)OCO2 | · | 96.1 | 113.2 | 93.6 | 92.7 | 72.4 | 106.8 | 103.4 | 99.8
Cc1ccc(S(=O)(=O)NC(=O)n2cc(-c3ccncc3)c(-c3ccc(Cl)c(O)c3)n2)cc1 | 95.3 | · | 110.7 | 108.6 | 92.1 | · | 132.0 | 116.7 | 116.7
O=C1c2cccc3cccc(c23)C(=O)N1N1C(=O)c2cccc3c(-c4ccccc4F)ccc(c23)C1=O | 101.0 | 104.6 | 106.9 | 107.2 | 97.7 | 86.9 | 108.9 | 101.7 | 104.2
Fc1cc2[nH]ncc2c2c3c(c(-c4cn[nH]c4C(F)(F)F)nc12)CCCC3 | 34.6 | -14.2* | -0.3* | 5.6* | -66.9* | -26.5* | 5.5* | 8.8* | 0.5*
CC(C)c1ccc2occ(C=C3C(=O)NC(=O)NC3=O)c(=O)c2c1 | 92.0 | 93.7 | 74.3 | 118.9 | 121.2 | · | 108.7 | 81.0 | 89.3
Oc1c(C(Nc2cccc3ccccc23)c2ccccc2)ccc2cccnc12 (configuration not stated) | 38.1 | 27.5 | 20.6 | 8.0* | 43.3 | 72.2 | 35.0 | 51.7 | 23.4
O=C(NCCCNc1cc(-c2cn(-c3ccccc3)nc2-c2cccc(O)c2)ccn1)Nc1cc(C(F)(F)F)cc(C(F)(F)F)c1 | 39.9 | 66.8 | 51.5 | 45.3 | 74.9 | 64.2 | 95.8 | 68.5 | 60.6
COc1ccc2c(c1OC)OCC2C (configuration not stated) | 80.7 | · | 92.9 | 83.3 | 86.6 | 73.2 | 103.9 | 100.3 | 91.7
Cc1ccc(S(=O)(=O)NN2CCCCCC2)cc1 | 99.4 | 102.3 | · | 103.1 | 113.0 | 86.5 | 130.5 | 96.1 | 109.9
Nc1nnc(-c2ccccn2)c(-c2c[nH]c3ccc(Cl)cc23)n1 | 90.5 | 103.9 | 95.0 | 99.5 | 89.9 | 83.9 | 124.3 | 80.6 | 108.7
O=C(c1ccc(-c2ccccc2)cc1)c1ccc(-c2ccccc2)cc1 | 84.2 | 107.4 | 87.0 | 102.4 | 100.0 | 98.0 | 108.0 | 102.2 | 101.1
CCC(C)C1CCC(O)CC1C (configuration not stated) | 102.1 | 119.7 | 101.7 | 113.7 | 101.8 | 106.5 | 103.8 | 111.6 | 107.9
Cc1nc2c(c(NC(=O)c3ccc(Cl)cc3)nn2C)c(C)c1Cl | 92.7 | 94.6 | 95.1 | 59.3 | 104.2 | 91.8 | · | 101.1 | ·
CC(O)C(F)(F)C(F)(F)C(F)(F)F (configuration not stated) | 110.4 | 110.9 | 102.7 | · | 96.6 | 102.7 | 118.9 | 111.5 | 114.9
Clc1cc(Cl)cc(N2N=C(c3cccc(Nc4ccncc4)c3)CC2c2ccccc2)c1 (configuration not stated) | 49.4 | -58.8* | -31.3* | 9.6* | 80.9 | 77.4 | 35.7 | 88.9 | 84.3

An excerpt of these results, with two lines to a compound:
Below each compound – PC-3, HCC-2998, U251, SF-295, SF-539, SNB-75, DU-145, SNB-19, SF-268
- N#C/C(C(=O)Nc1ccc(S(N)(=O)=O)cc1)=C1\C(=O)Nc2ccccc21
  99.2, 104.0, 102.0, 99.7, 97.0, 78.4, 105.7, 98.7, 103.6
- CSc1nc(N)n(/N=C(\C)c2ccccn2)c(=O)c1C#N
  97.6, 105.0, 98.6, 100.7, 98.2, 118.9, 109.5, 98.3, 106.4
- CCOC(=O)c1nc(-c2ccccc2)oc1N1CCOCC1
  95.0, 101.8, 95.6, 105.2, 90.3, 76.6, 107.4, 94.7, 97.5

(more compounds)
SMILES | PC-3 | HCC-2998 | U251 | SF-295 | SF-539 | SNB-75 | DU-145 | SNB-19 | SF-268
N#C/C(=C\c1cccc(Cl)c1Cl)C(=O)Nc1sc2c(c1C#N)CCCC2 | 91.4 | 110.4 | 99.4 | 91.9 | 91.8 | 90.3 | 106.1 | 95.4 | 96.2
CCCCc1ccc2nc(NC(=O)OC)[nH]c2c1 | 22.5 | -43.3* | 22.2 | -5.8* | -51.1* | 65.1 | -2.1* | 14.7 | 28.8
NC(=O)CSc1nc2ccccc2c(=O)n1CCc1ccccc1 | 102.8 | 99.1 | 94.2 | 97.6 | 107.2 | 110.4 | 105.9 | 105.8 | 103.0
CC(=O)c1cc(Br)ccc1O | 93.5 | 100.5 | 107.8 | 95.3 | 97.1 | 105.7 | 113.8 | 109.2 | 112.1
CSc1nc2ccccc2cc1Cc1cc(-c2ccccc2)n[nH]c1=O | 88.7 | 106.1 | 96.5 | 97.2 | 100.8 | 91.4 | 102.1 | 95.4 | 100.7
ClC(Cl)=C1NC(c2ccccc2)=NCc2nccn21 | 91.2 | 103.4 | 98.6 | 101.4 | 100.8 | 81.7 | 106.8 | 96.7 | 103.5
CCSc1nnc(-c2c(C)nc3ccc(Br)cn23)o1 | 101.4 | 88.5 | 94.3 | 102.3 | 94.0 | 97.5 | 117.0 | 99.7 | 113.9
N#CCCNC1CCCCC1 | 99.7 | 99.6 | 99.7 | 106.9 | 105.6 | 86.6 | 107.4 | 105.9 | 101.1
C[n+]1ccccc1 | 98.5 | 104.4 | 101.2 | 99.9 | 95.1 | 88.4 | 105.2 | 104.5 | 95.3
COc1ccc(OC)c(/C=C2\N=C(c3ccccc3)N(c3ccc(-c4nc5ccc(C)cc5s4)cc3)C2=O)c1 | 47.9 | 79.9 | 70.5 | 45.2 | 78.5 | 60.8 | 59.7 | 80.2 | 45.2
CCc1nn2c(-c3ccc(OC)c(OC)c3)c(-c3cc(OC)c(OC)c(OC)c3)nc2s1 | 76.5 | 87.0 | 93.5 | 76.5 | 75.7 | 21.3 | 96.8 | 82.7 | 96.2
COc1ccccc1Nc1ccc(N)cc1S(=O)(=O)O | 73.7 | 98.4 | 100.4 | 100.8 | 95.4 | 101.0 | 99.0 | 104.6 | 100.9

Gathered by group, the entries above with an aryl thioether with sulfur outside any ring.
SMILES | PC-3 | HCC-2998 | U251 | SF-295 | SF-539 | SNB-75 | DU-145 | SNB-19 | SF-268
CSc1nc(N)n(/N=C(\C)c2ccccn2)c(=O)c1C#N | 97.6 | 105.0 | 98.6 | 100.7 | 98.2 | 118.9 | 109.5 | 98.3 | 106.4
NC(=O)CSc1nc2ccccc2c(=O)n1CCc1ccccc1 | 102.8 | 99.1 | 94.2 | 97.6 | 107.2 | 110.4 | 105.9 | 105.8 | 103.0
CSc1nc2ccccc2cc1Cc1cc(-c2ccccc2)n[nH]c1=O | 88.7 | 106.1 | 96.5 | 97.2 | 100.8 | 91.4 | 102.1 | 95.4 | 100.7
CCSc1nnc(-c2c(C)nc3ccc(Br)cn23)o1 | 101.4 | 88.5 | 94.3 | 102.3 | 94.0 | 97.5 | 117.0 | 99.7 | 113.9

(listing goes on)
SMILES | PC-3 | HCC-2998 | U251 | SF-295 | SF-539 | SNB-75 | DU-145 | SNB-19 | SF-268
ClC(Cl)(Cl)c1nc2nccnc2[nH]1 | 101.8 | 122.3 | 103.7 | 78.9 | 99.6 | 83.4 | 112.1 | 102.4 | 112.7
SCCNCc1ccco1 | 116.3 | 110.8 | 100.8 | 109.1 | 103.9 | 109.7 | 112.3 | 109.0 | 109.4
CC(C)c1ccc2c(c1)C(C)(C)CCC2(C)C | 104.5 | 102.6 | 102.7 | 96.1 | 93.8 | 90.1 | 108.2 | 110.3 | 100.9
N#Cc1c(NN)nc(=S)[nH]c1-c1ccco1 | 95.5 | 83.1 | 101.0 | 104.7 | 98.9 | 102.2 | 112.2 | 92.4 | 99.5
COc1cc(-c2nc(-c3ccccc3)c(-c3ccc(Sc4ccccc4)cc3)[nH]2)cc(OC)c1O | 107.0 | 95.7 | 106.0 | · | 104.1 | 96.2 | 107.9 | 102.4 | 103.5
COc1ccc(-c2cc(-c3nnc(SCC(=O)N4CCN(c5cc6c(cc5F)c(=O)c(C(=O)O)cn6C5CC5)CC4)o3)c3ccccc3n2)cc1 | 106.7 | 119.0 | 98.5 | 97.7 | 105.4 | 122.0 | 115.6 | 99.9 | 111.9
CCN(CC)CCCNCCCNc1cc(OC)cc2cccnc12 | 82.4 | 83.7 | 77.9 | 99.2 | 84.6 | 82.8 | 103.7 | · | 90.3
CCCC1c2ccc(O)cc2Oc2nc(N)c(C#N)c(N)c21 (configuration not stated) | 98.5 | · | 99.2 | 107.6 | 94.9 | 79.1 | 118.7 | 99.8 | 113.7
C[C@H](CCC(=O)NCc1ccc(C(=O)Nc2ccccc2N)cc1)[C@H]1CC[C@H]2[C@@H]3[C@@H](O)C[C@@H]4C[C@H](O)CC[C@]4(C)[C@H]3CC[C@]12C | 42.4 | 89.5 | 64.3 | 69.1 | 55.6 | 91.5 | 84.1 | 73.1 | 52.6
CCN(CC)CC(Cc1ccccc1)OC(=O)c1ccc(N)cc1 (configuration not stated) | 81.8 | 94.9 | 91.0 | 101.4 | 100.5 | 102.8 | 102.3 | 103.5 | 99.4
CC(=O)Nc1sc2c(c1-c1nc3ccccc3s1)CNC2 | 21.7 | 33.6 | 27.3 | 13.3 | 28.4 | 29.5 | 25.6 | 26.8 | 40.4

Screens from PubChem BioAssay.
